XIAP antagonists: XIAP antagonists, biochemical, IAP family, fluorescence polarization (AID 1018) | E3 ubiquitin-protein ligase XIAP (Homo sapiens) | displacement, % at 20 µM, or IC50 in µM where a hit was titrated | hit rate 0.007% among 200,000 | XIAP BIR domain, fluorescence polarization peptide displacement; higher % means a stronger effect; in the data active = displacement above about 50%; note: a part of the inactive calls stands beside numbers as strong as those of hits
SV40 large T antigen: SV40 large T antigen inhibitors, biochemical (AID 1903). SV40 large T antigen ATPase/helicase inhibition assay; higher % means a stronger effect. inhibition, % at 20 µM, or IC50 in µM where a hit was titrated. hit rate 0.39% among 310,000; in the data active = a potency from the dose series; inconclusive = inhibition mostly from about 32% at the one dose, without a potency; inactive = the rest, 99 in 100 with inhibition below about 32%; note: strong numbers were not always called active
NS5 inhibitors: Dengue-2 NS5 methyltransferase inhibitors, primary screen, biochemical, confirmation dose response (AID 588689) | Genome polyprotein (Dengue virus type 2 (strain 16681-PDK53)) | Dengue-2 NS5 methyltransferase capping enzyme assay, biochemical; higher % means a stronger effect | inhibition, % at 25 µM; hits with a dose series show IC50 in µM | hit rate 0.3% among 340,000; in the data active = a potency from the dose series; inconclusive = inhibition above about 29% without an active follow-up result
UTI89 phage lysis: inhibition of K1F phage lysis, E. coli UTI89, bacterial capsule biogenesis inhibitors, alamar blue (AID 488966); one-dose inhibition, % at 100 µM; IC50 in µM for titrated hits; E. coli UTI89 K1F phage lysis, alamar blue, 2 h; higher % means a stronger effect; hit rate 0.02% among 340,000;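 active = phage lysis inhibition, versus mean bacterial control, above a set limit; inconclusive = no clear call, values can overlap the other calls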;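 note: capsule biogenesis inhibitors block K1F phage lysis so surviving cells raise fluorescence; higher fluorescence means more inhibition of phage lysis; actives were called in the ten point dose series up to 300 µM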
Yfh1-depleted yeast: enhancers of respiration in Yfh1-depleted yeast, dose response, Friedreich's ataxia, plus single-dose screen (AID 1465) | S. cerevisiae Yfh1-off respiration, WST-1 reduction, 72 h; higher fold induction means a stronger effect | fold induction at 50 µM; hits with a dose series show EC50 in µM | hit rate 0.074% among 220,000;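 active = fold induction of absorbance versus untreated yeast above a set limit, then at least 30% activation at any dose in follow-up; inconclusive = repeats straddling the limit, or above it without dose testing; inactive = fold induction below the set limit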;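 note: activators that raise dye reduction in frataxin-depleted yeast; strong numbers were not always called active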
RSV antiviral HEp-2: RSV antiviral activity via CPE protection, HEp-2 cells, primary 10 µM value included (AID 2391). HEp-2 cells, RSV-induced CPE inhibition; higher % means a stronger effect. CPE inhibition, % at 10 µM, or IC50 in µM where a hit was titrated. hit rate 0.13% among 310,000; in the data active = a potency from the dose series; inconclusive = CPE inhibition mostly from about 23% at the one dose, without a potency; inactive = the rest, 99 in 100 with CPE inhibition below about 21%; note: strong numbers were not always called active
West Nile antiviral: West Nile virus antiviral activity, cell-based, CPE readout (AID 1621). West Nile virus-infected cells, CPE inhibition; higher % means a stronger effect. CPE inhibition, % at 10 µM, or IC50 in µM where a hit was titrated. hit rate 0.02% among 290,000; in the data active = a potency from the dose series; inconclusive = CPE inhibition mostly from about 3.7% at the one dose, without a potency; inactive = the rest, 99 in 100 with CPE inhibition below about 2.2%; note: strong numbers were not always called active
WT yeast gro inh: growth inhibition of WT strain, primary screen, mitochondrial fusion inhibitor project, WT and mutant strains, chemical genetic. mitochondrial fusion phenotypic screen. inhibition, % at 10 µM. hit rate 2.1% among 190,000; in the data active = inhibition above about 58%; tested in S. cerevisiae
CSM14.1 death rescue: rescue of cells from ER stress-induced death, primary screen, 384-well, CSM14.1, thapsigargin, ATP luminescence (AID 1222) | CSM14.1 thapsigargin-induced death rescue, ATP luminescence; higher % means a stronger effect | 190,000 tested, under 10 active | one-dose cellular ATP content (survival), % at 20 µM; EC50 in µM for titrated hits;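 active = EC50 below 50 µM in the dose-response confirmation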;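 note: death triggered by thapsigargin at about 15 µM added after 2 h compound pretreatment; cell ATP read after overnight thapsigargin exposure of roughly 18 to 22 hours; normalized against plate controls of thapsigargin alone and 5% DMSO vehicle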
WT yeast gro inh mutant strain: recorded beside WT yeast gro inh, whose call it bears; inhibition, %; mitochondrial fusion phenotypic screen, mutant strain inhibition
* hit, by the source's call; i = inactive; ? = inconclusive; . = no result given; & = joins results of further samples; [ ] = dose if it differs, or a comment.

SMILES,Yfh1-depleted yeast,WT yeast gro inh mutant strain,SV40 large T antigen,West Nile antiviral,NS5 inhibitors,CSM14.1 death rescue,WT yeast gro inh,RSV antiviral HEp-2,UTI89 phage lysis,XIAP antagonists
CCN(CC)C(=O)CSc1nnc(-c2ccccc2)o1,i,6,11%,0.0%,-2%,-1.9%,-3,0.5%,10.0%,-0.8%
CCn1cc(C(=O)NCc2ccc(Cl)cc2)c(=O)c2cc(S(=O)(=O)N(C)C)ccc21,.,.,12%,-0.9%,-9%,.,.,1.4%,0.0%,.
CC(NC(=O)CNC(=O)c1sc2ccccc2c1Cl)c1cccnc1 (stereo not drawn),.,.,5%,-0.6%,-7%,.,.,3.7%,0.3%,.
COc1ccccc1N1CCN(/N=C/C=C\c2ccco2)CC1,i,10,10%,0.2%,1%,-2.0%,9,1.6%,0.1%,-2.4%
Cc1ccc(/C=C(\C#N)C(=O)Nc2cccc(C)n2)cc1,.,.,4%,-0.8%,-9%,.,.,0.4%,1.1%[50 µM],.
COCCCNC(=O)CNC(=O)c1nn(-c2ccc(OC)cc2)c(=O)c2ccccc12,.,.,3%,-0.4%,-11%,.,.,2.5%,0.2%,.
CCOc1ccc(CN2CCN(C(=O)c3ccco3)CC2)cc1,.,.,10%,-0.8%,-1%,.,.,1.1%,0.2%,.
COc1ccc(NC(=O)CSc2nnc(-c3cccs3)n2N)c(OC)c1,.,.,17%,.,-5%,.,.,0.5%,0.9%[50 µM],.
COc1ccc(-c2nc(CN(CC3CCC(=O)N3)C(C)C)c(C)o2)c(C)c1C (stereo not drawn),i,-10,7%,-1.4%,-4%,4.0%,23,-0.5%,-0.3%,0.4%
CCc1cccc(NS(=O)(=O)c2ccc3c(c2)CCC(=O)N3)c1,i,-5,0%,-0.1%,-9%,-8.5%,-9,2.4%,2.4%,-6.5%
CCn1cc(Br)c(C(=O)NN)n1,i,-3,-1%,-0.1%,2%,2.6%,-13,1.4%,1.1%,-5.0%
Cc1nc2c(C(=O)NCc3ccc4c(c3)OCO4)c[nH]n2c(=O)c1Cl,i,11,4%,.,9%,1.2%,6,0.9%,3.4%,-8.1%
O=C(O)C1CN(c2nc(Cl)ccc2[N+](=O)[O-])C1,i,12,5%,0.1%,.,-0.2%,8,1.4%,.,-15%
CN(C)c1ccc(Nc2ncnc3ccc(Br)cc23)cc1,.,.,?,-1.2%,-12%,.,.,3.8%,-0.1%,.
O=C1COc2ccc(C(=O)COC(=O)Cc3ccccc3F)cc2N1,i,-8,11%,0.1%,1%,0.0%,5,1.6%,-0.6%,-8.3%
COc1ccccc1N1CCN(C(=O)C2CCN(S(=O)(=O)c3ccc(C)cc3)CC2)CC1,i,-2,46%,-0.6%,1%,4.4%,9,0.7%,-0.5%,-7.7%
COc1ccc(C(=O)NCc2nnc(SCC(=O)Nc3cccc(F)c3)o2)cc1,i,9,3%,0.5%,-5%,1.2%,-7,1.4%,0.2%,0.4%
O=S(=O)(/N=C(/c1ccccc1)N1CCOCC1)c1ccc(Br)cc1,.,.,1%,-0.8%,-7%,.,.,1.0%,0.6%[50 µM],.
CC(Oc1ccccc1)C(=O)NC1=NCCS1 (stereo not drawn),i,5,8%,0.3%,-9%,-0.6%,-4,4.2%,-0.6%,-0.8%
Cc1ccc(S(C)=O)cc1-n1c(=O)n(Cc2ccccc2)c(=O)c2[nH]cnc21 (stereo not drawn),.,.,14%,-0.4%,-6%,.,.,2.8%,0.2%,.
Cc1cc2c(c(=O)n1CCN(C)C)C(c1ccc(Br)cc1)C(C#N)=C(N)O2 (stereo not drawn),i,-43,6%,0.1%,1%,-1.7%,-16,0.4%,1.4%,3.7%
Nc1nc(Nc2ccccc2)nc2ccccc12,i,34,30%,-1.5%,1%,-7.8%,39,0.6%,7.6%,-2.9%
CC(=C\c1ccccc1)/C=C1/SC(=S)N(C(C(=O)O)C(C)C)C1=O (stereo not drawn),i,5,18%,-0.1%,34µM*,.,2,.,-0.8%,-6.1%
COC(=O)C(Cc1cncn1COCc1ccccc1)NC(=O)OC(C)(C)C (stereo not drawn),i,0,3%,0.3%,2%,-1.5%,4,0.7%,-0.1%,-6.5%
CCc1nonc1NC(=O)c1oc2ccc(Br)cc2c1C,.,.,14%,0.0%,-11%,.,.,1.4%,0.2%,.
Cc1cc(C)n2nc(SCCOc3ccc(F)cc3)nc2n1,i,12,12%,-0.3%,-9%,0.5%,4,1.7%,-1.0%,-7.3%
COc1ccc(Nc2nc(NCCN3CCOCC3)nc(Nc3ccc(OC)cc3)n2)cc1,.,.,9%,1.9%,-9%,.,.,1.6%,0.0%,.
Cc1ccc2oc(=O)c(/C=C(\O)c3cccs3)nc2c1,i,.,11%,-0.2%,?,.,.,3.5%,-1.0%,.
COc1ccc(C)cc1NC(=O)CCCN1C(=O)C2CC=CCC2C1=O (stereo not drawn),.,.,19%,-0.6%,2%,.,.,1.3%,0.0%,.
Cc1nnc(SCC2=C(C(=O)O)N3C(=O)[C@@H](NC(=O)Cn4cnnn4)[C@H]3SC2)s1,i,4,25%&3%,-0.5%&-0.3%,-5%&-8%,6.0%,-4,0.2%&2.4%,1.3%&-0.8%,-0.1%
CCC(=O)Nc1cc(-c2nnc(OC)c3ccccc23)ccc1N1CCOCC1,i,8,-2%,-0.1%,-1%,.,10,3.8%,1.9%,-1.8%
CCN(CC)c1ccc(NC(=O)OC)cc1,.,-20,?,.,-6%,-1.6%,-25,0.5%,3.9%,-6.5%
Nc1ccc(-n2nncc2-c2ccc(Cl)cc2)cc1,i,-1,84%,-1.1%,6%,0.4%,0,0.3%,9.2%,-13%
CC1Cc2ccccc2N1C(=O)CSc1nc2ccccc2n1CC(=O)N1CCOCC1 (stereo not drawn),i,0,-1%,-0.5%,-1%,.,52,-0.3%,0.3%,2.7%
COc1ccccc1/C=C/C(=O)NCC(=O)N=Nc1c(O)[nH]c2ccccc12,.,.,18%,1.1%,-9%,.,.,1.3%,-0.3%,.
Cc1ccc(C)c(NS(=O)(=O)c2ccc(OCC(=O)NCc3ccccn3)cc2)c1,i,7,11%,-0.5%,1%,-2.6%,11,-0.1%,-0.7%,-4.7%
Cc1ccc(C(=O)Nc2sc(C(=O)N(C)C)c(C)c2C#N)cc1,i,-15,0%,0.9%,-1%,-0.5%,-15,2.2%,1.6%[50 µM],-2.0%
CCOc1ccc(N2C(=O)CC(Sc3ncccn3)C2=O)cc1 (stereo not drawn),i,19,6%,0.2%,-1%,-1.9%,11,0.5%,0.6%,1.3%
COc1ccc(/C=N/NC(=O)c2ccc(Br)o2)cc1Cn1cc([N+](=O)[O-])cn1,i,-10,6%,-0.3%,-5%,-3.0%,-10,1.9%,1.8%[50 µM],-11%
O=S(=O)(Nc1cc(Sc2cccc3cccnc23)c(O)c2ccccc12)c1ccc(F)cc1,i,43,52%,?,.,1.6%,50,-1.5%,.,-20%
CCC(C)(C)c1ccc(OCCCC[n+]2cccc(C)c2)c(C(C)(C)CC)c1,i,97*,17%,-0.8%,-3%,-1.6%,98*,.,-1.1%,-3.4%
O=C(NCCC1CC1(Cl)Cl)Nc1ccccc1 (stereo not drawn),i,.,11%,1.3%,-2%,.,.,3.9%,0.7%,.
Cc1ccc(C(=O)N/C(=C\c2cccs2)C(=O)NCc2ccncc2)cc1,i,13,14%,-0.1%,-5%,-1.1%,28,0.2%,-0.1%,-7.7%
CCOCCCNc1ccc(N2C(=O)C3CCCCC3C2=O)cc1[N+](=O)[O-] (stereo not drawn),i,12,11%,-0.3%,14%,-5.1%,3,-1.2%,0.2%,-7.9%
COC(=O)Nc1nc(C)c(C(=O)N(C)C)s1,i,5,-5%,0.0%,6%,0.9%,-5,3.3%,1.1%,-3.6%
CCNS(=O)(=O)c1ccc(NC(=S)NCc2ccco2)cc1,i,11,-2%,-0.9%,-6%,0.4%,0,1.9%,-1.8%,-0.7%
Cc1cc(N2CCOCC2)nc2ccc(NC(=S)N3CCCCC3C)cc12 (stereo not drawn),i,-12,13%,-0.6%,-4%,-0.1%,-36,51%,0.2%,1.1%
COc1ccc(C(CNC(=O)c2cccc(NS(=O)(=O)c3ccccc3)c2)N(C)C)cc1 (stereo not drawn),.,.,13%,-0.3%,-6%,.,.,0.1%,0.9%[50 µM],.
Cc1ccsc1C(=O)N(Cc1nnc(-c2ccccc2Cl)o1)C1CC1,.,.,4%,.,-10%,.,.,13%,0.8%[50 µM],.
Cc1ccc(NC(=O)CCn2cnc3ccccc3c2=O)cc1Cl,i,-1,2%,-0.2%,4%,-4.9%,-7,0.1%,0.5%,-5.8%
Cc1ccc(C)c(OCC(=O)N/N=C\c2cccn2C)c1,i,7,3%,1.0%,-1%,-1.4%,2,0.6%,-2.3%,-1.6%
O=C(CC1S/C(=N/N=C/c2ccco2)NC1=O)Nc1cccc(Cl)c1Cl (stereo not drawn),i,11,10%,-0.6%,0%,-0.6%,3,-0.6%,-1.3%,-8.7%
COc1ccccc1CCC(=O)N(CCC1=CCCCC1)c1c(N)n(Cc2ccccc2)c(=O)[nH]c1=O,.,.,5%,.,-8%,.,.,-1.2%,-0.5%[50 µM],.
CCCOc1ccccc1C(=O)N(Cc1cccs1)C1CCS(=O)(=O)C1 (stereo not drawn),i,-7,4%,-0.1%,6%,1.3%,0,0.4%,0.5%,-1.1%
O=C(Nc1nc2ccccc2n1CCN1CCOCC1)c1ccccc1,.,.,2%,1.5%,-1%,.,.,1.4%,1.9%,.
Cc1ccc(S(=O)(=O)NCC(=O)NCc2cc(=O)n(C)c(=O)n2C)cc1C,.,.,13%,-0.1%,-5%,.,.,2.0%,-0.2%,.
COc1ccc(CCNS(=O)(=O)c2cn(C)c(=O)n(C)c2=O)cc1,i,3,2%,0.0%,-1%,-1.9%,-5,0.8%,8.8%,-6.0%
CCC(=O)Nc1ccc(NC(=O)CSc2nnnn2-c2cccnc2)cc1C,i,16,-1%,-0.4%,1%,-1.1%,37,-0.1%,1.9%,-0.9%

Source: PubChem BioAssay (several laboratories)
